# High-throughput results from PubChem BioAssay.
# KB-3-1 cytotox: kills parental KB-3-1 adenocarcinoma cells; AID 1347075; 400,000 tested, 1.4% active; KB-3-1 viability, CellTiter-Glo ATP luminescence, 72 h; Potency, µM (doses to about 46.1 µM), for the others: at the top dose activity change, negative = cytotoxic, most hits filed as cytotoxic; note: potency is the fitted concentration of half-maximal effect; % is set by controls: 0 for no effect and ±100 for the full control effect; nearly all actives have a fitted effect of over 60% in size
#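 72 h, 37 °C compound treatment of KB-3-1 parental cells; CellTiter-Glo added, 10 min, luminescence read. Data corrected against DMSO-only plates and normalized before curve fitting.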
# HT1080 IDH1KD tx: kills HT-1080 cells with IDH1 knockdown; Potency, µM (series often up to 46.1 µM), without a hit: top-dose activity, negative = toxicity, most hits filed as cytotoxic; AID 686971; 360,000 tested, 2% active; HT-1080 IDH1 knockdown viability, ATP luminescence, 48 h;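 note: potency is the fitted concentration of half-maximal effect; 0% = DMSO wells and -100% = cell-free medium wells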
#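 HT-1080-IDH1KD cells (IDH1 knocked down), 750/well in RPMI with 5% FBS, treated with compound 48 h at 37 degrees C. Viability by CellTiter-Glo luminescence, normalised to DMSO and no-cell wells; concentration-response curves classed.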
# S2 tox: cell viability loss in ATXN counter-screen; 400,000 tested, 0.49% active; Potency, µM (doses to about 56.7 µM), usual class: cytotoxic; S2 cells (HEK-293 line with an ATXN2-luciferase reporter) viability, CellTiter-Fluor protease fluorescence, 24 h; note: potency is the fitted concentration of half-maximal effect; nearly all actives have a fitted effect of over 40% in size
# SW480 rereplic: induces DNA re-replication in SW480 colon adenocarcinoma cells; SW480 DNA re-replication, Hoechst DNA content imaging, 48 h; Potency, µM (series often up to 46.1 µM), for the others: at the highest dose re-replication activation, most hits filed as activators; 340,000 tested, 1.8% active; AID 624297; note: potency is the fitted concentration of half-maximal effect; % of control where 0% means no effect; nearly all actives have a fitted effect of over 55% in size
#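 Quantitative HTS format with DMSO vehicle controls; 48 hr drug incubation at 37 C, then 40 min Hoechst staining and scanning imager measurement at 405 nm excitation.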
# HepG2 tox: counter-screen for TGF-b inhibitors: cytotoxicity in HepG2 cells. HepG2 CAGA-GFP viability, ATP luminescence, 18 h. Potency, µM (top dose mostly 46.1 µM), for inactives: at the highest dose activity change, negative = cytotoxicity, usual class: cytotoxic. 410,000 tested, 0.76% active; note: potency is the fitted concentration of half-maximal effect; some results filed as inactive show a strong effect at the top dose
#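 HepG2 CAGA-GFP cells (1000/well, DMEM with 1% FBS) received compound, then TGF-beta at 500 pg/mL final, and were incubated 18 hours at 37 degrees C. Viability was read by CellTiter-Glo luminescence. Media-only wells were set as complete cell-killing and DMSO as no toxicity.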
# MCF10A rerep: induces DNA re-replication in MCF 10a normal breast cells; MCF 10A DNA re-replication, Hoechst nuclear intensity, 48 h; Potency, µM (doses to about 46.1 µM), without a hit: at the highest dose activity, positive = re-replication, actives largely listed as activators; 350,000 tested, 2.9% active; AID 624296; note: potency is the fitted concentration of half-maximal effect; % of control where 0% means no effect; nearly all actives have a fitted effect of over 50% in size
# HT1080NT lethal: kills 2HG-producing HT-1080-NT fibrosarcoma cells | 360,000 tested, 1.6% active | AID 686970 | HT-1080-NT fibrosarcoma viability, CellTiter-Glo ATP luminescence, 48 h | Potency, µM (highest dose often 46.1 µM), for the others: top-dose activity, negative = less viability, usual class: cytotoxic;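 note: NT is the 2HG producing partner of a matched IDH1 knockdown line; potency is the fitted concentration of half-maximal effect; 0% = DMSO-treated cells and -100% = media-only wells without cells; nearly all actives have a fitted effect of over 55% in size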
#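 Viability by CellTiter-Glo luminescence after 48 h compound exposure at 37C of HT-1080-NT cells (750/well, RPMI, 5% FBS). % activity scaled between DMSO wells and medium-only wells, then curve-fitted and categorized by curve class.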
# ATXN2 expr inh: ATXN2 expression inhibition | HEK-293 ATXN2-luciferase reporter, luminescence, 24 h | Potency, µM (highest dose often 57 µM), without a hit: at the top dose activity change, negative = inhibition, usual class: inhibitors | 360,000 tested, 0.72% active; note: potency is the fitted concentration of half-maximal effect; % is set by controls: 0 for no effect and ±100 for the full control effect; nearly all actives have a fitted effect of over 55% in size
#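 ATXN2-luciferase reporter cells (luciferase flanked by upstream and downstream ATXN2 gene portions) were treated 24 h at 37 °C with compounds at up to 57 uM. SteadyGlo luminescence gave expression; GF-AFC fluorescence gave viability.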
# IL1B secr inh: blocks inflammasome-driven IL-1 beta release; THP-1 LPS/ATP IL-1B secretion, AlphaLISA, 16 h; active compounds read low; AID 743279; 360,000 tested, 4.7% active; activity change, % at 57.5 µM; in the data active = activity change below about -50%; inconclusive = mostly about -30% to -49%; note: % is set by controls: 0 for no effect and ±100 for the full control effect
#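 THP-1 cells pretreated 1 hr with compounds (up to 57.5 uM final), then stimulated with LPS (250 ng/mL final) plus ATP (1.25 mM final); secreted IL-1B measured by AlphaLISA after 16 hr, decreased signal indicating inhibition.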
# An asterisk follows results filed as active; i = inactive; ? = inconclusive; · = not tested or not shown; & = joins results of further samples; [ ] = dose if it differs, or a comment. Unless noted, calls come from the whole dose curve; as a rule, active = well fitted curve in the direction sought with a large enough effect; inconclusive = small, poorly fitted or top-dose-only effect, or another doubt; inactive = no such curve, though single readings can be large; an effect the other way counts as inactive or inconclusive.
SMILES,KB-3-1 cytotox,HT1080 IDH1KD tx,S2 tox,SW480 rereplic,HepG2 tox,MCF10A rerep,HT1080NT lethal,ATXN2 expr inh,IL1B secr inh
CCc1ccc(NC(=O)N(Cc2ccco2)C(C)c2cccs2)cc1 (configuration not stated),?,-4.4%,i,1.7%,-1.8%,?,1.1%,-17.6%,?
Fc1ccccc1-c1csc(=Nc2cccnc2)n1CC1CCCO1 (configuration not stated),-13.8%,-23.4%,i,?,-8.9%,?,-20.9%,-11.0%,-66.5*
CCN=C1SC(CC(=O)Nc2ccc3c(c2)OCO3)C(=O)N1CC (configuration not stated),19.8%,9.0%,i,-4.4%,19.7%,1.7%,17.0%,-21.7%,-12.3
O=C(NCCN1CCC(n2c(=O)[nH]c3ccccc32)CC1)c1ccc(C(F)(F)F)cc1C(F)(F)F,?,0.2%,?,·,·,·,-4.1%,-34.8%,-28.0
COc1ccc(CC(=O)NCc2n[nH]c(=S)n2-c2ccccc2)cc1,-12.8%,3.1%,i,-0.1%,-20.5%,4.4%,1.2%,·,13.5
Cc1nnsc1-c1nnc(SCC(=O)c2ccc(F)cc2)n1C1CC1,3.4%,20.3%,i,-20.5%,-11.1%,1.9%,23.1%,-5.7%,-16.4
CCOC(=O)c1ccc(OCC2NCCc3cc(OC)c(OC)cc32)cc1 (configuration not stated),27.7%,-0.6%,?,16.7%,2.0%,0.1%,7.9%,6.8%,?
C=CCn1c(SCC(=O)NC(=O)NCCC)nnc1C1CCCCC1,17.5%,12.2%,i,-3.1%,-20.0%,12.9%,17.6%,-28.8%,8.2
Cc1ccc(NN=Nc2nc3c([nH]2)c(=O)n(C)c(=O)n3C)cc1,24.7%,-15.7%,i,-15.3%,1.3%,2.9%,-6.4%,37.0%,23.2
CN1CCN(c2ccccc2NC(=O)c2ccc(-c3ccccc3[N+](=O)[O-])o2)CC1,?,-29.6%,i,?,-43.0%,10.9%,-4.6%,-19.5%,0.0
COc1ccccc1NC(=O)COc1ccc(-c2nn(C)c(=O)c3ccccc23)cc1,?,-26.0%,i,0.1%,-0.6%&-52.5%,15.2%,-28.3%,?,-8.3
COc1cc(C(=O)Nc2c(C(=O)Nc3ccccc3F)oc3ccccc23)cc(OC)c1OC,14.4%,·,i,·,-18.1%,·,·,17.1%,·
COc1ccc(CCNC(=O)c2ccccc2-c2ccccc2C(=O)O)cc1OC,7.6%,12.9%,i,0.3%,-3.8%,-3.7%,23.5%,-3.7%,2.0
O=C(O)c1ccccc1-c1ccccc1C(=O)Nc1ccccc1Br,19.8%,-0.8%,i,-5.5%,0.5%,-1.8%,0.0%,9.9%,2.6
O=C(/C=C/c1ccco1)NCC(=O)N/N=C/c1ccccc1[N+](=O)[O-],-0.8%,7.6%,i,3.4%,2.0%,4.3%,-0.1%,·,67.7

# Record cards (already shown). Order of values: KB-3-1 cytotox | HT1080 IDH1KD tx | S2 tox | SW480 rereplic | HepG2 tox | MCF10A rerep | HT1080NT lethal | ATXN2 expr inh | IL1B secr inh
# Entry for COc1ccccc1NC(=O)COc1ccc(-c2nn(C)c(=O)c3ccccc23)cc1 = ? | -26.0% | i | 0.1% | -0.6%&-52.5% | 15.2% | -28.3% | ? | -8.3
# Entry for CCOC(=O)c1ccc(OCC2NCCc3cc(OC)c(OC)cc32)cc1 (configuration not stated) = 27.7% | -0.6% | ? | 16.7% | 2.0% | 0.1% | 7.9% | 6.8% | ?

# Next structures:
SMILES,KB-3-1 cytotox,HT1080 IDH1KD tx,S2 tox,SW480 rereplic,HepG2 tox,MCF10A rerep,HT1080NT lethal,ATXN2 expr inh,IL1B secr inh
CCOc1ccc(-c2cccc(NC(=O)c3ccco3)c2)nn1,24.9%,6.9%,i,3.3%,0.0%,4.9%,7.2%,5.4%,7.8
CCCOc1cccc(NC(=O)c2c(-c3ccccc3)noc2C)c1,8.2%,-1.1%,i,1.1%,-1.0%,12.6%,4.0%,-25.1%,-26.0
Nc1nc(SCC(=O)NCCC(c2ccccc2)c2ccccc2)n[nH]1,-3.4%,0.5%,i,-3.0%,-0.5%,-10.6%,0.2%,1.2%,0.0
O=C(N/N=C/c1ccco1)c1ccc(OCc2ccccc2)cc1,2.6%,12.1%,i,-1.4%[9.22 µM],-35.4%,-1.9%,18.5%,4.0%,-7.3
COCCCN1C(=O)c2ccc(C(=O)Nc3ccccc3OC)cc2C1=O,-0.9%,10.8%,i,-3.1%,-1.7%,3.7%,12.2%,-2.8%,15.2
O=C(NC(=S)Nc1ccccc1O)c1ccccc1Cl,2.3%,?,i,-2.1%,-17.3%,?,-3.6%,-36.6%,-10.8
Cc1ccc(NC(=O)N2CCCC2C(=O)NCC2CCCO2)cc1 (configuration not stated),4.5%,2.1%,?,-2.1%,-1.1%,-0.4%,?,3.4%[11.3 µM],16.6
Cc1noc(/C=C/N(C)C)c1S(=O)(=O)N(C)Cc1ccc(F)cc1,-61.4%,-23.3%,i,-9.4%,-5.0%,7.8%,-19.1%,?,-3.3
COC(CNC(=O)C1CCC(CNS(=O)(=O)c2c(C)cc(C)cc2C)CC1)OC (configuration not stated),4.4%,0.0%,i,-1.4%,-8.7%,-12.2%,-0.5%,·,2.4
Cc1cc(S(=O)(=O)N2CCCC(N(C)CCc3ccccn3)C2)c(C)cc1Cl (configuration not stated),?,-5.1%,i,10.1%,-57.5%,?,-11.6%,·,?
CC(C)C(=O)N1CCN(CCN=CC2=C(O)CC(c3ccco3)CC2=O)CC1 (configuration not stated),12.1%&15.5%,0.6%&-7.1%,i,-4.6%&-0.3%,-3.5%&-16.8%,21.6%&10.9%,7.6%&-3.4%,0.9%&2.7%,4.4&-17.5
CC(C)Cc1ccc(S(=O)(=O)Nc2ccccn2)cc1,0.7%,-9.8%,i,-8.2%,-2.7%,3.7%,-5.6%,·,12.8
O=C(NCCc1ccccc1)C1CCN(Cc2ccccc2F)CC1,0.0%,10.2%,i,·,-22.9%,-0.8%,10.4%,-2.9%,0.0
Cc1cccc(NC(=O)CSc2nnc(-c3ccccc3Br)o2)c1C,14.0%,-2.0%[9.24 µM],i,-7.6%,0.9%,-2.1%,12.3%,-10.1%,0.0
Cc1nnc(SCC(=O)N(CC(C)C)c2c(N)n(CC(C)C)c(=O)[nH]c2=O)n1-c1ccccc1,2.0%,-3.3%,i,0.6%,7.8%,2.4%,0.1%,·,7.8
COc1ccc(OC)c2sc(N3CCN(C(=O)c4ccco4)CC3)nc12,-8.5%,·,i,·,-17.8%,·,·,-0.6%,·
CC1(C)C2CCC(CN=C(N)CSS(=O)(=O)O)C1C2 (configuration not stated),?,-20.7%,?,·,-4.0%,·,-7.2%,·,-57.5*
CCCCOc1ccccc1NC(=O)CC1Sc2ccccc2NC1=O (configuration not stated),-1.1%,·,i,·,-16.7%,·,·,-3.2%,·
COC(=O)c1sccc1N/N=C/c1ccc(OC)c(OC)c1OC,-9.6%,-18.9%,i,10.9%,-33.6%,23.1µM*,-19.1%,26.6%,-14.4
Cc1ccc(NC(=O)COC(=O)c2nn(C)cc2Cl)cc1,-0.2%,10.1%,i,-6.7%,2.9%,-6.1%,3.8%,2.8%,-4.9
Cc1cccc(OCc2nc(C#N)c(N3CC(C)CC(C)C3)o2)c1 (configuration not stated),-22.2%,-2.1%,?,-5.0%,-14.4%,-12.2%,2.6%,-3.2%,-9.6
COc1ccc2c(c1)cc1n2CCN2CCCN=C12,3.1%,2.5%,i,-5.2%,1.9%,-0.7%,7.6%,-17.0%,10.1
COCCCNC(=O)C(C)N1c2cccc3cccc(c23)S1(=O)=O (configuration not stated),17.7%,-9.6%,i,-1.1%,0.9%,19.3%,-11.4%,10.2%,11.8
COc1ccc(OCC(=O)NNC(=O)Cn2c(=O)cnc3ccccc32)cc1,0.4%,13.7%,i,-11.2%,19.5%,3.2%,-0.3%,0.9%,15.0
CC1=CC(=O)C(C(C)=Nc2ccccc2[N+](=O)[O-])C(=O)O1 (configuration not stated),-20.0%,0.1%,i,-4.5%,-3.4%,0.8%,2.5%,6.9%,6.8
O=S(=O)(c1ccc2c(c1)OCCO2)N1CCC(c2nc3ccccc3s2)CC1,-9.1%,1.5%,i,-7.0%,-2.0%,-3.6%,-16.0%,-6.0%,10.7
CCOc1nc(Nc2ccc(OC)cc2)nc(N2CCOCC2)n1,18.1%,-0.5%,i,4.2%,-13.6%,-10.8%,-2.7%,0.1%,0.0
CN(C)S(=O)(=O)NC(c1ccccc1)c1ccccc1,-2.6%,15.1%,i,-10.8%,-1.8%,-184.6%[0.0737 µM],-1.0%,5.1%,3.2
O=Cc1ccc2oc3nc4n(c(=O)c3c(=O)c2c1)CCCS4,22.7%,0.5%,i,-5.4%,-23.6%,-1.3%,-1.4%,-6.1%,-6.1
O=C(O)CC1SC(=Nc2cccc(O)c2)NC1=O (configuration not stated),1.2%,-7.9%,i,1.8%,-37.5%,-1.7%,3.8%,1.9%,11.4
N#Cc1cccc(-n2nnnc2-c2ccccn2)c1,2.0%,-0.4%,i,0.9%,-1.2%,-2.7%,-6.1%,0.2%,-11.1
Cc1c(Br)c([N+](=O)[O-])nn1C(C)C(=O)NCc1cccnc1 (configuration not stated),-0.1%,-24.2%,i,-5.2%,-5.3%,-9.2%,-0.5%[9.24 µM],-1.9%,0.0
Cc1c(C)n(CCCN(C)C)c2ncnc(NC3CCCCC3)c12,-18.0%,?,?,?,-33.2%,?,-21.4%,29.4%,-52.8*
COCCCN1CN(Cc2ccccc2)CNC1=S,1.9%,4.7%,i,-2.7%,-27.4%,-3.1%,-0.9%,-4.8%,20.0
CCC(C)NC(=O)Cc1c(OC)ccc2cc(Br)ccc12 (configuration not stated),-0.9%,14.7%,i,-6.6%,5.2%,-0.7%,-0.2%,·,13.2
COc1cc(NC(=O)Cn2cnc(S(=O)(=O)N3CCCC3)c2)cc(OC)c1OC,-20.8%&0.9%,11.8%,i,?,-2.1%&-0.8%,-1.0%,-3.5%,-7.8%&7.8%,13.9
